# Screens deposited in PubChem BioAssay by Southern Research Specialized Biocontainment Screening Center.
# PhoP GFP inhibition = Inhibition of PhoP regulon, Salmonella typhi GFP reporter cells, confirmation, 4 h (AID 1850); Salmonella Typhi PhoP-promoter GFP reporter, fluorescence, 4 h; higher % means a stronger effect; inhibition, % at 50 µM, or IC50 in µM where a hit was titrated; actives 0.33% (n = 310,000); in the data active means a potency from the dose series; inconclusive means inhibition mostly from about 25% at the one dose, without a potency; inactive means the rest, 99 in 100 with inhibition below about 19%;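 further: 0% = induced wells with vehicle and 100% = uninduced wells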
# H1N1 NS1A inhibition = H1N1 influenza NS1A inhibitors, functional cell based assay (AID 504329) | NS1A functional cell-based assay, percent inhibition; higher % means a stronger effect | one-dose inhibition, % at 12.5 µM; IC50 in µM for titrated hits | actives 0.3% (n = 340,000); in the data active means a potency from the dose series; inconclusive means inhibition above about 27% without an active follow-up result; further: strong numbers were not always called active
# inhibitors of VEEV = inhibitors of VEEV TC-83 cytopathic effect, confirmation, Vero cells (AID 588727) | Vero cells, VEEV TC-83 cytopathic effect inhibition; higher % means a stronger effect | inhibition, % at 20 µM, or IC50 in µM where a hit was titrated | actives 0.13% (n = 350,000); in the data active means a potency from the dose series; inconclusive means inhibition mostly from about 14% at the one dose, without a potency; inactive means the rest, 99 in 100 with inhibition below about 12%; further: strong numbers were not always called active
# H37Rv inhibition = M. tuberculosis growth inhibition, HTS (AID 449762); M. tuberculosis H37Rv growth inhibition, 7H9 media; higher % means a stronger effect; inhibition, % at 25 µM, or IC50 in µM where a hit was titrated; actives 0.59% (n = 330,000); in the data active means a potency from the dose series; inconclusive means inhibition above about 70% without an active follow-up result;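 further: bacterial growth assessed after seven days of incubation; strong numbers were not always called active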
# tuberculosis growth = growth inhibition of non-replicating M. tuberculosis (AID 488890); Mycobacterium tuberculosis non-replicating, growth inhibition; higher % means a stronger effect; inhibition, % at 25 µM; hits with a dose series show IC50 in µM; actives 0.39% (n = 320,000); in the data active means a potency from the dose series; inconclusive means inhibition mostly from about 82% at the one dose, without a potency; inactive means the rest, 99 in 100 with inhibition below about 76%;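 further: plate controls were DMSO cells for no effect and high antibiotic wells for full effect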
# inhibitors of VEEV 10K pilot screen = recorded beside inhibitors of VEEV, whose call it bears; inhibition, %; measured here: 10K pilot screen inhibition
# Active calls of the source: *; i = inactive; ? = inconclusive; nt = not tested or not shown; & = joins results of further samples. Compounds as they come; about 1.4% have a hit in one of these screens.
# Start of the data: the first 3 compounds (preview)
SMILES,PhoP GFP inhibition,H1N1 NS1A inhibition,inhibitors of VEEV,H37Rv inhibition,tuberculosis growth,others
CS(=O)(=O)Nc1ccc(C2=NN(C(=O)c3ccco3)C(c3ccc(F)cc3)C2)cc1 (stereo not drawn),3.0%,-1.8%,2.1%,2.5%,38.9%,
O=C(c1ccccc1)N(Cc1ccccc1)c1ccccn1,1.2%,-2.1%,0.3%,-12.0%,4.2%,
C=CCO/N=C/C1=C(O)C(C(=O)OC)C(C)(C)CC1=O (stereo not drawn),-9.0%,-5.2%,1.0%,-12.4%,-7.3%,

# All compounds of this part (from the top)
SMILES,PhoP GFP inhibition,H1N1 NS1A inhibition,inhibitors of VEEV,H37Rv inhibition,tuberculosis growth,others
CS(=O)(=O)Nc1ccc(C2=NN(C(=O)c3ccco3)C(c3ccc(F)cc3)C2)cc1 (stereo not drawn),3.0%,-1.8%,2.1%,2.5%,38.9%,
O=C(c1ccccc1)N(Cc1ccccc1)c1ccccn1,1.2%,-2.1%,0.3%,-12.0%,4.2%,
C=CCO/N=C/C1=C(O)C(C(=O)OC)C(C)(C)CC1=O (stereo not drawn),-9.0%,-5.2%,1.0%,-12.4%,-7.3%,
Cc1ccc(C(=O)C2=C(O)C(=O)N(Cc3ccco3)C2c2cccc(Br)c2)o1 (stereo not drawn),-5.6%,-9.8%,0.1%,19.4%,?,
CN(C)c1cccc2c(S(=O)(=O)N3CCOCC3)cccc12,2.8%,3.5%,0.4%,-5.3%,3.5%,
COC(=O)c1ccc2c(=O)n(-c3ccccc3F)c(=S)[nH]c2c1,-5.8%,1.0%,0.3%,-4.2%,12.8%,
O=C(CN1CCN(S(=O)(=O)c2ccccc2F)CC1)Nc1ccccc1C(=O)c1ccccc1,2.1%,-9.1%,7.2%,-11.1%,nt,
COc1ccc(N(CC(=O)N2CCN(Cc3ccccc3)CC2)S(C)(=O)=O)cc1OC,6.5%,-4.8%,i,-3.5%,-13.2%,
CC1=CC2=NC(=O)/C(=C\c3ccc(-c4cccc(Cl)c4)o3)C(=N)N2O1,-10.2%,-8.7%,i,-1.3%,55.2%,
COc1ccc2ccc(O)c(CN3CCN(S(=O)(=O)c4cc([N+](=O)[O-])ccc4C)CC3)c2c1,nt,-6.8%,1.7%,3.4%,?,
CCc1noc(C)c1C(=O)N1CCN(S(=O)(=O)c2cccc(C(F)(F)F)c2)CC1,nt,-5.2%,0.6%,-9.4%,-1.6%,
Cc1cccc(-c2nc(CS(=O)CC(=O)NCc3cccs3)c(C)o2)c1 (stereo not drawn),-0.9%,29.6%,i,-13.0%,-3.1%,inhibitors of VEEV 10K pilot screen=0.0
CCn1c(CNC(=O)c2ccccc2Br)nnc1SCC(=O)NC1=NCCS1,-11.2%,6.4%,1.5%,2.2%,-6.7%,
CCN(CC(=O)NC1CCS(=O)(=O)C1)S(=O)(=O)c1c(C)c(C)cc(C)c1C (stereo not drawn),4.2%,-1.1%,0.8%,-2.8%,2.9%,
CN(C)c1cccc2c(S(=O)(=O)NCc3ccc(S(N)(=O)=O)cc3)cccc12,9.1%,0.7%,0.5%,-5.5%,29.4%,
CC(=O)OCn1nnc2ccccc2c1=O,21.1%,10.9%,i,49.6%,11.3%,
Nc1cc(=O)[nH]c(SCC(=O)Nc2cccnc2Cl)n1,4.1%,7.1%,0.2%,-3.5%,-4.5%,
COC(=O)C1C2c3ccccc3C(c3ccccc32)C1C(=O)OC (stereo not drawn),-1.9%,0.0%,0.4%,2.4%,5.9%,
Cc1cccc(C)c1NC(=O)CN(C)C(=O)c1ccc(NS(=O)(=O)c2ccc3[nH]c(=O)[nH]c3c2)cc1,7.6%,2.6%,1.8%,-0.2%,-19.0%,
O=S(N1CCCCC1)C12CC3CC(CC(C3)C1)C2 (stereo not drawn),-8.6%,4.8%,0.1%,9.5%,23.6%,
COc1ccc(S(=O)(=O)N2CCN=C2SCc2cccc(C)c2)cc1,-0.6%,-10.3%,6.3%,13.1%,46.4%,
CC(=O)Nc1ccc(C(=O)OCC(=O)Nc2c(F)cccc2F)cc1,5.6%,-13.0%,1.3%,-0.8%,-9.7%,
O=C(CCCCCN1C(=O)CCC1=O)Nc1ccc(Br)cc1F,5.1%,-5.3%,1.9%,2.7%,6.1%,
COc1cc2c(N3CCOCC3)cc(O)c(CC(=O)Nc3ccccc3)c2cc1OC,-1.4%,4.2%,1.6%,-3.2%,11.3%,
O=C(NCCc1nc2ccc(Cl)cc2[nH]1)C1CCC(=O)N(Cc2cccc(F)c2)C1 (stereo not drawn),-5.0%,-1.3%,i,-8.2%,-8.7%,
Oc1ccc(NCc2ccccc2OCc2ccccc2F)cc1,-4.0%,9.0%,5.4%,-0.2%,53.3%,
CNC(=O)c1cc(C(=O)c2ccccc2C(F)(F)F)c[nH]1,14.4%,-1.0%,1.0%,-4.3%,-15.7%,
C[n+]1c2n(c3ccccc31)N=C(c1ccccc1)CS2,11.8%&0.3%,3.2%&2.6%,i,6.0%&-4.2%,13.3%&7.4%,
COC(=O)CNc1ccc2c(c1)OCO2,3.0%,12.4%,i,0.4%,8.3%,inhibitors of VEEV 10K pilot screen=1.2
CCC(=O)NC(c1ccc([N+](=O)[O-])cc1)c1c(O)ccc2ccccc12 (stereo not drawn),3.3%,4.2%,i,0.2%,4.6%,
O=C(O)c1c(Cl)c(Cl)c(Cl)c(Cl)c1C(=O)N1CCOCC1,-0.3%,-1.6%,1.9%,-2.5%,-17.0%,
CCOC(=O)[C@@H]1[C@H]2COc3ccccc3[C@@H]2N2C(=O)N(c3cccc(Cl)c3)C(=O)[C@]12C,7.3%,6.0%,i,-2.3%,15.9%,
COc1ccc(C)cc1NC(=O)CNC(c1ccccc1)c1ccccc1,-24.4%,-8.8%,1.1%,2.7%,-15.2%,
Cc1cccc(C)c1NC(=O)CNC(=O)C(C)N1CCN(c2cccc(Cl)c2)CC1 (stereo not drawn),nt,5.1%,i,8.8%,11.4%,
O=S(=O)(NCc1ccccc1Cl)c1ccc(-n2cccn2)cc1,1.4%,-12.2%,2.6%,-1.8%,-8.4%,
COc1ccc(N2CCN(C(=S)NC(=O)c3cccs3)CC2)c([N+](=O)[O-])c1,16.4%,5.6%,i,31.5%,12.3%,
CSCCC(NC(=O)c1ccc([N+](=O)[O-])cc1Cl)C(=O)OCC(=O)N1CCN(C(C)=O)CC1 (stereo not drawn),3.8%,-2.7%,1.4%,-4.5%,-18.6%,
COc1ccccc1NC(=O)NCCCl,-0.5%,-4.8%,0.7%,-7.9%,-11.2%,
CCCc1cc(=O)[nH]c(SCC(=O)Nc2cc(S(=O)(=O)N(CC)c3ccccc3)ccc2Cl)n1,nt,5.0%,2.3%,-9.3%,20.8%,
Cc1cc(C(=O)Cn2cnc3ccc(Cl)cc3c2=O)c(C)n1C1CC1,nt,-5.2%,0.5%,nt,nt,
CC1Cc2ccccc2N1C(=O)C12CCC(C)(C(=O)C1)C2(C)C (stereo not drawn),-7.4%,2.4%,4.6%,10.2%,3.0%,
O=C(NCCO)c1nc(NCCO)c2ccccc2n1,-2.8%,-8.9%,3.2%,nt,nt,
CCCCN(CC)CCCNC(=O)CS(=O)(=O)Cc1nc(-c2cccc(OC)c2)oc1C,3.5%,-0.1%,i,-8.4%,2.8%,
CCCCSc1nnc(-c2c[nH]c3ccccc23)n1C,4.1%,1.2%,0.9%,-7.1%,16.9%,
Cc1ccc(NC(=O)COC(=O)COc2cccc3c2OC(C)(C)C3)cc1S(=O)(=O)N1CCOCC1,10.7%,-10.9%,1.5%,0.4%,-11.1%,

# Random excerpt: 5 records from the list.
SMILES,PhoP GFP inhibition,H1N1 NS1A inhibition,inhibitors of VEEV,H37Rv inhibition,tuberculosis growth,others
COC(=O)c1ccc2c(=O)n(-c3ccccc3F)c(=S)[nH]c2c1,-5.8%,1.0%,0.3%,-4.2%,12.8%,
O=C(CN1CCN(S(=O)(=O)c2ccccc2F)CC1)Nc1ccccc1C(=O)c1ccccc1,2.1%,-9.1%,7.2%,-11.1%,nt,
CCn1c(CNC(=O)c2ccccc2Br)nnc1SCC(=O)NC1=NCCS1,-11.2%,6.4%,1.5%,2.2%,-6.7%,
COC(=O)C1C2c3ccccc3C(c3ccccc32)C1C(=O)OC (stereo not drawn),-1.9%,0.0%,0.4%,2.4%,5.9%,
O=S(N1CCCCC1)C12CC3CC(CC(C3)C1)C2 (stereo not drawn),-8.6%,4.8%,0.1%,9.5%,23.6%,

# Further records.
SMILES,PhoP GFP inhibition,H1N1 NS1A inhibition,inhibitors of VEEV,H37Rv inhibition,tuberculosis growth,others
O=C(COc1ccc(S(=O)(=O)NC2CCCCC2)cc1Cl)NCc1ccc2c(c1)OCO2,-6.7%,2.8%,i,5.4%,19.2%,
Cc1ccc(S(=O)(=O)NCCC(=O)NCC(c2cccs2)N(C)C)cc1 (stereo not drawn),nt,1.3%,1.0%,-10.2%,-11.1%,
Cc1ccccc1C1c2[nH]c3ccccc3c2C[C@H]2C(=O)N(c3ccccc3C(=O)NCCCN3CCOCC3)C(=O)N12 (stereo partly drawn),6.8%,-1.0%,5.5%,-1.9%,-6.1%,
CCOC(=O)[C@@H]1[C@H]2COc3ccc(Br)cc3[C@@H]2N2C(=O)N(c3ccc(OC)cc3)C(=O)[C@@]12C,nt,4.3%,0.1%,5.6%,29.5%,
CC(NC(=O)c1ccccc1Br)c1nnc(SCC(=O)NC2CCCCC2)n1C (stereo not drawn),4.0%,5.4%,0.5%,5.5%,-0.4%,
CCOC(=O)Cn1c(=O)oc2ccc(C)cc21,4.6%,-2.6%,1.3%,-3.8%,nt,
O=C(Nc1ccc(Cl)cc1F)c1cc(S(=O)(=O)N2CCCCC2)ccc1F,-1.6%,4.7%,0.3%,-2.5%,6.3%,
CCc1ccc(-c2csc3ncn(CC)c(=O)c23)cc1,-8.1%,-7.6%,0.2%,17.0%,55.8%,
CCOC(=O)c1sc(=NC(=O)COc2ccc(Cl)cc2)n(C)c1C,-24.0%,-1.8%,i,-3.6%,-26.0%,
CCOC(=O)c1c(C)[nH]c(C(=O)COC(=O)/C=C/c2ccc3c(c2)OCO3)c1C,-17.6%,10.0%,i,4.7%,-2.0%,
CN1CCN(C(=O)COc2ccc3ccccc3c2Br)CC1,4.6%,-1.3%,1.0%,-5.9%,37.4%,
CCOC(=O)N1CCC(NC(=O)C(NS(=O)(=O)c2ccc3c(c2)CCN3C(C)=O)C(C)C)CC1 (stereo not drawn),-4.9%,8.7%,0.2%,3.2%,-3.0%,
CN(C)c1nc(-c2cccnc2)nc(-c2ccccc2)c1C#N,-1.6%,-6.8%,0.7%,1.7%,-13.0%,
COc1cccc(CN2CCN(Cc3ccc(C)o3)CC2CCO)c1 (stereo not drawn),4.9%,-4.5%,0.2%,-9.4%,0.7%,
CC(OC(=O)CCc1nc2ccccc2c(=O)[nH]1)C(=O)Nc1cccc(C(F)(F)F)c1 (stereo not drawn),nt,-1.6%,5.6%,-6.8%,5.6%,
Cn1nc(-c2ccccc2)c(CO)c1Oc1cccc(C(F)(F)F)c1,7.3%,-4.4%,2.4%,13.1%,17.2%,
OC1C[N+]2(CCCCC2)C1,10.5%,-1.4%,1.4%,1.9%,-9.2%,
Cc1ccc(CSCC(=O)N2CCCC2)cc1,-3.9%,8.4%,0.2%,-1.2%,?,
CCOc1ccc(NC(=O)CCNC(=O)c2ccco2)cc1,1.0%,6.5%,0.9%,?,1.8%,
COCc1cc(C)[nH]c(=O)c1C#N,-9.5%,12.6%,0.2%,0.9%,-2.0%,
O=C(CSc1nnc2ccc(-c3ccccn3)nn12)NCCc1ccccc1,3.1%,-2.8%,5.2%,-10.2%,-9.8%,
CC1CCc2nc(NC(=O)Cc3cccs3)sc2C1 (stereo not drawn),12.6%,-2.8%,4.8%,54.2%,66.2%,
CCCCNC(=O)c1cc(-c2ccc3c(c2)OCO3)on1,-6.0%,-17.9%,0.9%,4.7%,64.1%,
COc1cc2c(cc1OC)C(C)N(C(=S)NC(=O)c1ccccc1)CC2 (stereo not drawn),1.5%,-1.5%,i,65.0%,3.2%,inhibitors of VEEV 10K pilot screen=0.0
CC(=O)Nc1nc(Cn2nnc(-c3ccc4c(c3)OCO4)n2)nc(N(C)C)n1,2.4%,3.3%,4.0%,0.7%,0.9%,
COc1ccc(S(=O)(=O)N2CCCCC2)cc1NC(=O)CCCNC(=O)c1ccc(Cl)cc1,nt,-8.5%,0.3%,9.0%,16.4%,
COc1ccc2nc(C)cc(N/N=C/c3ccccc3)c2c1,nt,-5.5%,i,?,2.6µM*,
Cc1nc(SCC(=O)Nc2cc(Cl)ccc2[N+](=O)[O-])nc(C)c1C,1.4%,10.6%,0.5%,3.2%,26.6%,
